D3 ag – qHTS of D3 Dopamine Receptor Agonist: qHTS. D(3) dopamine receptor (Homo sapiens), P35462. D3R DiscoveRx beta-arrestin cells, luminescence, 90 min. max activation, %. 410,000 compounds, 0.58% hits; in the data active = max activation above about 30%; note: 0% is about no effect; mostly tested at two doses, the higher about 12 µM
Target sequence (P35462 whole entry, looked up): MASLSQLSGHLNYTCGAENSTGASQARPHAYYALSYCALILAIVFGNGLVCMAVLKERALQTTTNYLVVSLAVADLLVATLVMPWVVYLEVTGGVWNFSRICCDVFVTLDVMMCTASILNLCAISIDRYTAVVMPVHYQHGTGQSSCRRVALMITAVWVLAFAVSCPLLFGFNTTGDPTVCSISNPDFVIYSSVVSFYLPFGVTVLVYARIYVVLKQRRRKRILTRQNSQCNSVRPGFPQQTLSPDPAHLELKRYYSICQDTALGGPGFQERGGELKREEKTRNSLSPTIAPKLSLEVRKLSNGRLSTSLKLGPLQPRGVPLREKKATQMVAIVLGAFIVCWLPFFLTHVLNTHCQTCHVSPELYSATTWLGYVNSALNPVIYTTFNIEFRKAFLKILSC
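Agonist mode: compounds and dopamine controls were applied to plated cells for 90 min at 37 degrees C after an overnight attachment at 1500 cells/well. Luminescent read-out followed 30 - 60 minutes at room temperature with DiscoveRx detection reagent.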
TDP-43 yeast inh – qHTS of TDP-43 Inhibitors | TDP-43 expressing yeast growth rescue, BacTiter-Glo, 24 h | Potency, µM (top dose mostly 46.1 µM), without a hit: top-dose growth rescue (activation), most hits filed as activators | 410,000 compounds, 1.8% hits; note: potency is the fitted concentration of half-maximal effect; % of control where 0% means no effect; nearly all actives have a fitted effect of over 50% in size
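Galactose-induced TDP-43 yeast, OD600=0.02, compound pinned; 24 hr, 30 deg C; BacTiter-Glo luminescence for growth. Inhibitors of TDP-43 toxicity read as activators.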
DRD3 antagonist – qHTS of D3 Dopamine Receptor Antagonist: qHTS. D(3) dopamine receptor (Homo sapiens), P35462. D3R cells, DiscoveRx beta-arrestin luminescence, antagonist mode; active compounds read low. max response, negative = inhibition, %. 360,000 compounds, 2.5% hits. AID 652054, 2013; in the data active = max response below about -50%; inconclusive = no clear call, values can overlap the other calls; note: % is set by controls: 0 for no effect and ±100 for the full control effect; mostly tested at two doses, the higher about 12 µM
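Cells expressing the human receptor were seeded at 1500 cells/well, incubated overnight at 37 degrees C in 5% CO2, then exposed to library compounds with dopamine controls for 90 minutes at 37 degrees C before luminescent detection.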
KB-V1 cytotox – qHTS assay for MDR1-selective chemotherapeutics: Primary screen using the drug-selected MDR subline cells KB-V1. KB-V1 MDR cells viability, CellTiter-Glo, 72 h. Potency, µM (highest dose often 46.1 µM), inactives show at the top dose activity change, negative = cytotoxicity, actives largely listed as cytotoxic. 400,000 compounds, 3.4% hits. AID 1347076, 2019; note: potency is the fitted concentration of half-maximal effect; % is set by controls: 0 for no effect and ±100 for the full control effect; nearly all actives have a fitted effect of over 60% in size
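Drug-selected KB-V1 cells, grown in DMEM lacking phenol red with 10% FBS, receive compound titrations; after three days at 37 degrees C, surviving cell ATP is quantified by CellTiter-Glo luminescence and responses normalized and curve-fitted.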
GLP1R cytotox – qHTS of GLP-1 Receptor Inverse Agonists: Cytotox Screen; HEK293 cAMP-luciferase reporter cells, luminescence, 24 h; Potency, µM (titrated, usually from 38.3 µM), without a hit: top-dose activity change, negative = inhibition, most hits filed as inhibitors; 410,000 compounds, 0.13% hits;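 note: loss of luciferase light is scored as toxicity; potency is the fitted concentration of half-maximal effect; % is set by controls: 0 for no effect and ±100 for the full control effect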
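To flag toxic compounds, the library was rerun on cells for 24 hr at 37 deg C and 5% CO2. Viability-linked luminescence was captured 12 min after adding luciferase detection reagent.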
aSyn rescue – qHTS of alpha-syn Inhibitors; Yeast expressing alpha-synuclein, growth rescue, BacTiter-Glo, 24 h; Potency, µM (top dose mostly 46.1 µM), for inactives: at the top dose growth rescue (activation), most hits filed as activators; 370,000 compounds, 0.14% hits; note: potency is the fitted concentration of half-maximal effect; % of control where 0% means no effect; nearly all actives have a fitted effect of over 65% in size
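Rescue of yeast growth: cells expressing toxic alpha-synuclein, induced in galactose at OD600 0.02, incubated with compound 24 h at 30 C. ATP luminescence quantified growth; inhibitors of toxicity appear as activators.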
PTHR1 ag – qHTS for PTHR1 Agonists: Primary Screen | HEK293 GP2 PTHR1 cells, GloSensor cAMP luminescence, 1 h | Potency, µM (series often up to 115 µM), without a hit: at the highest dose activation, usual class: activators | 410,000 compounds, 0.075% hits | AID 743266, 2014; note: potency is the fitted concentration of half-maximal effect; nearly all actives have a fitted effect of over 55% in size; some results filed as inactive show a strong effect at the top dose; inactives centre near -15; many of its hits are not listed in these tables
Target sequence (Q03431 whole entry, looked up): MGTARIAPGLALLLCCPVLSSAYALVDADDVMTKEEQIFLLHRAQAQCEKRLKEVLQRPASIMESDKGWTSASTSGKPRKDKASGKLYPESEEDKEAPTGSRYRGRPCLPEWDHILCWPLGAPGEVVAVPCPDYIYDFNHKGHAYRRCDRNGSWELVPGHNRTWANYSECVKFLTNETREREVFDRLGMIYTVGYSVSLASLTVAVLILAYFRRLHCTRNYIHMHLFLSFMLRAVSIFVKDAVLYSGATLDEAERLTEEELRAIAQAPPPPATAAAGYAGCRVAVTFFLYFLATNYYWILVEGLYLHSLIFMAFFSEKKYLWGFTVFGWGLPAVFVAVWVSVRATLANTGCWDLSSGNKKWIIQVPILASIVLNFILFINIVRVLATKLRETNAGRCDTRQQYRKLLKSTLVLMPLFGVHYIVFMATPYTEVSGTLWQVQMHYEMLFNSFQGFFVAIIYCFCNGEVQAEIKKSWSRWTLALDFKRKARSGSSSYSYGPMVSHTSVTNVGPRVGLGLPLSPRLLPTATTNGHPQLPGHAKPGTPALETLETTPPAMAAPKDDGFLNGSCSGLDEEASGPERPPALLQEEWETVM
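HEK-293-derived GP2 cells expressing PTHR1 and a GloSensor cAMP reporter, 3,000/well, plated overnight, given luciferin plus IBMX (each 0.5 mM as added) for 1 h at 37 °C, then compound for 1 h at 37 °C. Luminescence was read after 15 min at room temperature.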
GLP1R inv ag – qHTS of GLP-1 Receptor Inverse Agonists (Inhibition Mode); Glucagon-like peptide 1 receptor (Homo sapiens), P43220; HEK293 GLP-1R CRE-luciferase, luminescence, 24 h; GLP-1R form is constitutively active; Potency, µM (top dose mostly 38.3 µM), without a hit: at the highest dose activity change, negative = inhibition, hits mostly inhibitors; 410,000 compounds, 1.6% hits; note: potency is the fitted concentration of half-maximal effect; % is set by controls: 0 for no effect and ±100 for the full control effect; nearly all actives have a fitted effect of over 55% in size
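Inverse agonists were sought by their lowering of basal cAMP reporter luciferase output in HEK293 cells stably carrying constitutively active human GLP-1R, after 24 h compound treatment.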
GLP-1R agonist – qHTS of GLP-1 Receptor Agonists; Glucagon-like peptide 1 receptor (Homo sapiens), P43220; AID 624172, 2012; Potency, µM (series often up to 45.6 µM), inactives show at the highest dose activation, usual class: activators; 380,000 compounds, 0.007% hits; HEK293 GLP-1R CRE-luciferase, luminescence, 4-6 h; cells express a hypersensitive GLP-1R form; note: potency is the fitted concentration of half-maximal effect; % of control where 0% means no effect
* = called active by the depositor; i = inactive; u = inconclusive; x = no result given; & = joins results of further samples; [ ] = remark or other dose. Unless noted, calls come from the whole dose curve; as a rule, active = well fitted curve in the direction sought with a large enough effect; inconclusive = small, poorly fitted or top-dose-only effect, or another doubt; inactive = no such curve, though single readings can be large; an effect the other way counts as inactive or inconclusive. Some of the compounds tested. The share of hits here may be higher or lower than overall.

SMILES	D3 ag	TDP-43 yeast inh	DRD3 antagonist	KB-V1 cytotox	GLP1R cytotox	aSyn rescue	PTHR1 ag	GLP1R inv ag	GLP-1R agonist
CC(C)(C)NC(=O)C(c1ccc(-c2ccccc2)cc1)n1c(=O)c(-c2cc3ccccc3[nH]2)nc2ccccc21 (stereo unspecified)	2	u	26	-2%	493%[activator]	u	-6%	u	x
COCCOC(=O)c1c(NC(=O)CN2c3ccccc3CC2C)sc(C(N)=O)c1C (stereo unspecified)	5	1%	6	u	-14%	1%	-20%	-14%	13%
Cc1ccc(-n2nc(C)c3c(C(=O)NCc4ccccc4)cc(C4CC4)nc32)cc1	3	17%[9.22 µM]	x	2%	0%	x	i	8%	x
Cc1[nH]ccc2cc3nc4ccccc4c3cc12	-3	21%	9	10µM*	-1%	4%	i	10µM*	-2%
CC1(C)Cc2c(sc3nn[nH]c(=O)c23)CO1	-1	-4%	-6	u	8%	-4%	-21%	6%	-4%
O=C(COC(=O)C1CC2CCCC(C1)C2=O)Nc1nc(-c2ccc(F)c(F)c2)cs1 (stereo unspecified)	-1	8%	1	26%	-4%	-4%	-37%[inhibitor]	8%	-15%
CCCn1nnc(NC(=O)/C=C/c2ccc(C(C)C)cc2)n1	-4	4%	-17	-10%	5%	-6%	-22%	13%	-4%
Cc1ccc(-c2nn(-c3cccc(F)c3)cc2CN2CCN(c3ccccn3)CC2)o1	-3	3%	-70*	-10%	5%	9%	i	10µM*	-1%
Cc1ccc(S(=O)(=O)N2CCCCC2)cc1NC(=O)CNc1ccccc1N1CCCC1=O	1	-2%	-2	-1%	3%	0%	i	12%	11%
Cc1cc(C(=O)O)ccc1N/C=C1\CCCC(C)C1=O (stereo unspecified)	1	-9%	12	19%	-3%	-1%	-15%[57.5 µM]	u	-20%
COc1cc2cnc(-c3ccccc3)c(-c3ccc(C(F)(F)F)cc3)c2cc1OC	19	u	56	-12%	7%	-17%	-3%	1%	1%
Cc1ccc(-n2nc(C)cc2NC(=O)CC#N)cc1	6	24%	3	u	-1%	0%	-3%	-6%	4%

Record cards, as listed above. Screens in order: D3 ag | TDP-43 yeast inh | DRD3 antagonist | KB-V1 cytotox | GLP1R cytotox | aSyn rescue | PTHR1 ag | GLP1R inv ag | GLP-1R agonist
CC(C)(C)NC(=O)C(c1ccc(-c2ccccc2)cc1)n1c(=O)c(-c2cc3ccccc3[nH]2)nc2ccccc21 (stereo unspecified) across the screens: 2 | u | 26 | -2% | 493%[activator] | u | -6% | u | x
O=C(COC(=O)C1CC2CCCC(C1)C2=O)Nc1nc(-c2ccc(F)c(F)c2)cs1 (stereo unspecified) across the screens: -1 | 8% | 1 | 26% | -4% | -4% | -37%[inhibitor] | 8% | -15%

Following part
SMILES	D3 ag	TDP-43 yeast inh	DRD3 antagonist	KB-V1 cytotox	GLP1R cytotox	aSyn rescue	PTHR1 ag	GLP1R inv ag	GLP-1R agonist
COc1ccccc1-n1cnnc1SCC(=O)NCc1cccs1	-9	-3%	-8	-6%	-2%	-2%	i	10%	18%
Cc1ccc(S(=O)(=O)NCC(=O)Nc2ccc3c(c2)OCCO3)cc1	17	-2%	1	4%	-1%	1%	-2%	1%	15%
CCCN1C(=O)/C(=C/c2ccc(C)o2)SC1=Nc1ccc(OCC)cc1	-13	-7%	10	-10%	0%	-2%	i	24%	3%
Cc1cccc(OCc2nnc(SCc3cc(=O)[nH]c4ccccc34)n2-c2ccccc2)c1	0	-15%	4	18µM*	2%	3%	-16%	-24%	8%
c1ccc(-n2cccc2)c(N2CCCCC2)c1	5	8%	2	6%	-11%	0%	i	9%	3%
COc1ccc(N(CC(=O)N2CCN(c3cccc(C)c3C)CC2)S(=O)(=O)c2c(C)noc2C)cc1	5&6	21%&17%	5	-1%&0%	-8%&-12%	6%	-27%	u	0%&1%
Cc1nn(C)c(C)c1C(C)NC(=O)c1ccc(OC2CCN(Cc3ccccn3)CC2)cc1 (stereo unspecified)	-1	-13%	-3	7%	4%	0%	u	18%	-6%
c1ccc(Nc2nnc(SCc3cccc4ccccc34)s2)cc1	2	16%	11	8%	-25%	4%	-18%	-28%	-9%
CCN(CC)CCNC(=O)c1c(O)c2cccc3c2n(c1=O)CCC3	-10	-36%[inhibitor]	-18	0.73µM*	u	-5%	-35%	4.5µM*	0%
OC1(C#CCN2CCCC2)c2ccccc2-c2ccccc21	-11	-16%	10	-6%	-4%	-2%	-17%	u	-3%
Cn1nc2c3cc(F)ccc3n(Cc3ccc(F)cc3)cc-2c1=O	13	-26%	-25	-5%	2%	-2%	u	-8%	4%
CC(C)Cn1c(=O)c2ccccc2n2c(-c3cccc(Cl)c3)nnc12	7	-1%	x	0%	9%	x	i	2%	x
CCOc1ccc(/C=N/NC(=O)CC(=O)Nc2ccc(Cl)c(Cl)c2)cc1	2	9%	3	-4%	-12%	-1%	i	-32%	-22%
Cc1ccc(S(=O)(=O)N2CCN(C(=O)c3ccnn3C)CC2)cc1C	-1	20%	-1	-1%	-2%	-1%	-29%	-17%	10%
N#C/C(=C\c1ccc(-c2cccc([N+](=O)[O-])c2)o1)C(=O)N1CCOCC1	-5	-10%	-6	-1%	4%	5%	-21%	45%[activator]	15%
Cc1ccc(CNC(=O)c2ccc(Nc3nc4ccccc4n4nnnc34)cc2)cc1	5	17%	x	5%	5%	x	i	9%	x
COc1ccc(N(C)S(=O)(=O)c2cccc(C(=O)Nc3nc(C)cs3)c2)cc1	1	28%	38	u	-36%	0%	-95%[inhibitor]	u	8%
CCc1nc2ccc(C(=O)O)cc2nc1CC	0	u	-4	-13%	1%	18%	-6%	u	-16%
Cc1cccc(N2CCN(S(=O)(=O)c3ccc4c(c3)n(C)c(=O)c(=O)n4C)CC2C)c1 (stereo unspecified)	-21	-3%	6	-25%	-2%	-13%	-38%[inhibitor][57.5 µM]	0%	1%
Cc1ccccc1CN1C(=O)c2ccccc2S(=O)(=O)c2ccc(C(=O)OCC3CCCO3)cc21 (stereo unspecified)	1	8%	x	19%	-10%	x	-23%	u	x
Cc1ccc(-n2nc3c(c2NC(=O)CC(C)C)CS(=O)C3)cc1 (stereo unspecified)	3	16%	-19	9%	-4%	5%	-23%	7%	-1%
O=C(CN1CCOCC1)Nc1ccc2c(c1)CCC2	-3	u	-5	-5%	8%	-4%	i	13%	0%
CCCCCC(O)CCc1n[nH]c(=S)n1-c1ccccc1 (stereo unspecified)	0	0%	u	0%	11%	5%	i	-6%	-4%
COc1ccc(C2CC(c3ccc(C)cc3)Nc3ncnn32)cc1 (stereo unspecified)	0	26%	-5	-1%	1%	4%	-36%[inhibitor]	6%	-3%
Cc1ccc(OCc2cc(C(=O)NCc3cc(F)ccc3C)no2)cn1	-1	u	23	-7%	-21%	2%	-49%[inhibitor]	u	-2%
CCOc1ccccc1OCCCC(=O)Nc1ccc(Cl)c(S(=O)(=O)N2CCOCC2)c1	-1	18%	-2	-17%	-9%	2%	-31%[inhibitor]	-30%	-4%
CCn1c(CNC(=O)c2cccc(C)c2)nnc1SCC(=O)Nc1cccc(OC)c1	-9	6%	0	u	0%	-12%	i	0%	10%
Cc1ccc(NC(=O)CSc2nc(-c3ccco3)nc3cc(=O)[nH]n23)cc1C	-9	-8%	x	14%	-13%	x	i	23%	x
Cc1cccn2c(=O)c3cc(C(=O)NCCN4CCOCC4)c(=N)n(Cc4ccc(F)cc4)c3nc12	2	-2%	7	u	339%[activator]	4%	-13%	u	-4%
CCOCCCNC(=O)/C(C#N)=C/c1ccc(-c2ccc(S(=O)(=O)N3CCOCC3)cc2)o1	-1	15%	11	16µM*	15%	4%	-24%	13%	16%
O=C(CS(=O)CC(=O)Nc1cnc2ccccc2c1)Nc1ccc(Cl)cc1 (stereo unspecified)	-10	-11%	-13	21%	-5%	-2%	-6%	-23%	3%
CCCCC#Cc1ccc(C(=O)NNC(=O)Nc2ccccc2)o1	-39	-5%	-15	-13%	-14%	3%	-35%	u	-5%
CCn1ccnc1CN1CCc2c([nH]c3ccccc23)C1C(C)(C)C (stereo unspecified)	7	4%	-3	-5%	-28%	2%	-5%	-76%	4%
Clc1ccc(CO/N=C/c2cccs2)cc1	3	12%	-1	0%	-14%	-2%	i	-5%	4%
CCn1nnc2cc(C(=O)Nc3cc(OC)cc(OC)c3)ccc21	-5	0%	-6	-5%	-14%	5%	i	25%	3%
CCc1cccc2c(C=C(C#N)C#N)cn(CC(=O)N3CCCC3)c12	-10	-16%	-13	-7%	5%	-10%	-5%[57.5 µM]	7%	-4%
CCc1cccc(CC)c1NC(=O)CN(C)S(=O)(=O)c1ccc2c(c1)n(C)c(=O)c(=O)n2C	0	0%	x	u	7%	x	i	7%	x
O=S(=O)(NCC(O)COCc1ccco1)c1cccs1 (stereo unspecified)	-20	-29%	-9	-18%	-7%	-17%	i	-16%	4%
Cc1c(C(=O)N2CCN(c3ccccc3)CC2)oc2c(Cl)cccc12	2	u	22	-19%	-2%	2%	-16%	u	9%
O=C(NCCN1CCCc2ccccc21)C1CCC(=O)N(CCc2ccccc2)C1 (stereo unspecified)	5	10%	21	4%	9%	2%	-10%	2%	0%
CCc1nnc(NS(=O)(=O)c2ccc(NC(=O)CCC(=O)OC)cc2)s1	-1	11%	9	0%	0%	0%	i	8%	-5%
COc1ccc(-c2nnn(CC(=O)N(CC(=O)NCCC(C)C)c3ccccc3)n2)cc1OC	2	-15%	-6	-1%	-14%	7%	-4%[57.5 µM]	20%	8%
